Screening results deposited in PubChem BioAssay by several laboratories.
RSV antiviral HEp-2 – RSV antiviral activity via CPE protection, HEp-2 cells, primary 10 µM value included (AID 2391); HEp-2 cells, RSV-induced CPE inhibition; higher % means a stronger effect; one-dose CPE inhibition, % at 10 µM; IC50 in µM for titrated hits; hit rate 0.13% among 310,000; in the data active means a potency from the dose series; inconclusive means CPE inhibition mostly from about 23% at the one dose, without a potency; inactive means the rest, 99 in 100 with CPE inhibition below about 21%; further: strong numbers were not always called active
XIAP antagonists – XIAP antagonists, biochemical, IAP family, fluorescence polarization (AID 1018) | hit rate 0.007% among 200,000 | displacement, % at 20 µM; hits with a dose series show IC50 in µM | XIAP BIR domain, fluorescence polarization peptide displacement; higher % means a stronger effect; in the data active means displacement above about 50%; further: a part of the inactive calls stands beside numbers as strong as those of hits
human PMI inhibitors – MPI inhibition at elevated mannose 6-phosphate – biochemical, fluorescence intensity, high mannose 6-phosphate, primary screen (AID 1220); hit rate 0.66% among 190,000; inhibition, % at 20 µM; hits with a dose series show IC50 in µM; recombinant PMI enzyme, coupled fluorescence intensity; higher % means a stronger effect
Myeloid diff MLP – compounds promoting myeloid differentiation. calls only at 10 µM. hit rate 1% among 360,000. ER-HoxA9 myeloid progenitors, lysozyme-GFP differentiation, flow cytometry. AID 624256;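 active means normalized GFP-positive differentiation at or above the plate's own cutoff, the solvent-only control mean plus 3 SD; inconclusive means no clear call, values can overlap the other calls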;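 further: cells exposed to compound for four days before flow analysis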
SIAH1 antagonists – blockers of Siah-1 interaction with plectin peptide – biochemical, fluorescence polarization, rhodamine-plectin, uHTS, primary screen (AID 1817); Siah-1 / rhodamine-plectin peptide fluorescence polarization; higher % means a stronger effect; displacement, % at 20 µM, or IC50 in µM where a hit was titrated; hit rate 0.02% among 290,000;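 active means displacement of at least 50% at 20 µM, with a fluorescence ratio check between 0.3 and a set limit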;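 further: plate controls were Siah plus tracer with DMSO for no effect and tracer alone without Siah for full effect; strong numbers were not always called active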
WT yeast gro inh – growth inhibition of WT yeast, mitochondrial fusion screen; mitochondrial fusion phenotypic screen, WT strain; inhibition, % at 10 µM; hit rate 2.1% among 190,000; AID 1362; in the data active means inhibition above about 58%; tested in S. cerevisiae
TNAP activation fold – human TNAP enzyme activators, primary screen, biochemical, luminescent, no phosphate acceptor, uHTS (AID 1001); purified TNAP, luminescent activation assay, no phosphate acceptor; higher activation fold means a stronger effect; activation fold at 20 µM; hits with a dose series show EC50 in µM; hit rate 0.03% among 200,000; in the data active means activation fold from about 3, or a potency from the dose series; inactive means the rest, 99 in 100 with activation fold below about 1.6; further: many of its hits are not listed in these tables
human PMI inhibition – inhibitors of human PMI, primary screen, biochemical, fluorescence intensity, coupled assay (AID 1209); inhibition, % at 20 µM; hits with a dose series show IC50 in µM; hit rate 0.42% among 190,000; purified PMI enzyme, coupled fluorescence intensity; higher % means a stronger effect;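 further: plate controls were DMSO vehicle for no effect and wells lacking substrate for full effect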
PhoP inhibition – inhibitors of PhoP regulon expression, primary screen, Salmonella Typhimurium, GFP reporter (AID 1863) | S. Typhimurium PhoP-regulated promoter GFP reporter, 4 h; higher % means a stronger effect | inhibition, % at 50 µM, or IC50 in µM where a hit was titrated | hit rate 0.16% among 300,000;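 active means inhibition over 29.93%, a cutoff 3 SD above the screen mean, later confirmed by dose response; inconclusive means inhibition over 29.93% but no dose response follow-up; inactive means inhibition at most 29.93% or unconfirmed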;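 further: 0% = low Mg2+ inducing control and 100% = high Mg2+ repressing control; strong numbers were not always called active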
WT yeast gro inh mutant strain – second read-out of WT yeast gro inh, no call of its own (marks repeat the call); inhibition, %; mitochondrial fusion phenotypic screen, mutant strain inhibition
Myeloid diff MLP GFP+ MAC1+ % – recorded beside Myeloid diff MLP, whose call it bears; GFP+ MAC1+ double positive, %; measured here: differentiation confirmed by MAC1 staining
An asterisk follows results filed as active; i = inactive; ? = inconclusive; nt = no result given. Unless noted, no stated cut-off is given here; in the data, active means inhibition above about 50%; inactive means the rest. No enrichment for hits; any-hit rate near 3.1%.

The first 3 records (preview)
SMILES	RSV antiviral HEp-2	XIAP antagonists	human PMI inhibitors	Myeloid diff MLP	Myeloid diff MLP GFP+ MAC1+ %	SIAH1 antagonists	WT yeast gro inh	WT yeast gro inh mutant strain	TNAP activation fold	human PMI inhibition	PhoP inhibition
Cc1ccc(F)c(NC(=O)c2ccc(Cn3cc(Cl)cn3)cc2)c1	2.8%	-5.5%	10%	i	0.1	-4%	3	21	1	9%	5%
S=C(NCc1ccco1)N1CCN(c2nc(-c3ccccc3)cs2)CC1	1.8%	-1.7%	0%	i	0.5	-3%	-14	-23	1.1	12%	-13%
c1ccc(Sc2ncnc3c2oc2ccccc23)nc1	10%	-1.2%	-2%	i	0.6	-3%	0	-12	1.1	-2%	11%

The listing (from the top)
SMILES	RSV antiviral HEp-2	XIAP antagonists	human PMI inhibitors	Myeloid diff MLP	Myeloid diff MLP GFP+ MAC1+ %	SIAH1 antagonists	WT yeast gro inh	WT yeast gro inh mutant strain	TNAP activation fold	human PMI inhibition	PhoP inhibition
Cc1ccc(F)c(NC(=O)c2ccc(Cn3cc(Cl)cn3)cc2)c1	2.8%	-5.5%	10%	i	0.1	-4%	3	21	1	9%	5%
S=C(NCc1ccco1)N1CCN(c2nc(-c3ccccc3)cs2)CC1	1.8%	-1.7%	0%	i	0.5	-3%	-14	-23	1.1	12%	-13%
c1ccc(Sc2ncnc3c2oc2ccccc23)nc1	10%	-1.2%	-2%	i	0.6	-3%	0	-12	1.1	-2%	11%
Cc1ccc(C(=O)/C=C/C(=O)c2ccc(C)cc2)cc1	4.1%	-0.6%	-2%	i	0.2	-9%	62	67	1.1	-2%	-13%
CCN(CC)CCN(Cc1cc2cc3c(cc2[nH]c1=O)OCO3)C(=S)NCCCOC	0.9%	nt	nt	i	0.4	-2%	nt	nt	nt	nt	-4%
O=C(CN1CCC(Cc2ccccc2)CC1)N1CCc2ccccc2C1	-1.5%	-4.9%	-9%	i	0.2	3%	-1	4	1.2	-5%	-3%
Cc1nnc(SCc2ccccc2Cl)n1CC1CCCO1 (stereo unspecified)	0.9%	-3.3%	-9%	i	0.4	-2%	-5	11	1	-11%	-6%
O=C(CNC(=O)c1cccs1)N/N=C/c1c(F)cccc1Cl	0.6%	nt	nt	i	2.4	0%	nt	nt	nt	nt	-10%
CC(C)CNC(=O)Nc1ccc(F)c(Cl)c1	10%	-6.4%	11%	i	0.5	0%	-2	-6	1	13%	10%
CN(C)c1ccc(/C=C/c2nnnn2-c2ccccc2)cc1	17%	-0.7%	4%	i	0.5	-8%	7	7	1.2	11%	0%
Cc1cc(N2CCCCC2)nc2ccc(NC(=O)c3ccc(Br)o3)cc12	8.4%	-2.5%	10%	i	0.3	0%	12	-3	1	8%	-6%
O=C(c1ccccc1NS(=O)(=O)c1cccc2cccnc12)N1CCOCC1	-1.2%	0.6%	-4%	i	0.6	0%	0	4	1.2	-9%	6%
c1ccc2c(-c3cc(C4CCNCC4)[nH]n3)cccc2c1	-3.4%	-1.7%	-3%	i	0.4	12%	7	-4	0.8	1%	2%
CCCC(C)NCC(=O)Nc1ccccc1-c1ccccc1 (stereo unspecified)	-1.3%	-2.5%	3%	i	3.4	4%	4	-2	1.1	8%	19%
Cc1nn(-c2ccccn2)c2nc(-c3cccs3)cc(C(=O)NCc3ccco3)c12	2.8%	-4.5%	-7%	i	2.0	0%	8	26	1.1	-7%	-3%
Cc1ccc(S(=O)(=O)N(C)C)cc1NC(=O)C1Cc2ccccc2CN1C(=O)c1ccco1 (stereo unspecified)	1.8%	nt	nt	i	1.2	5%	nt	nt	nt	nt	5%
CN(C)c1ccc(/C=C(\NC(=O)c2ccccc2)C(=O)NCCCn2ccnc2)cc1	3.1%	nt	nt	i	3.4	0%	nt	nt	nt	nt	-3%
C[N+](C)(C)CCCC(=O)c1ccc2c(c1)OCO2	0.2%	-19%	9%	i	0.5	-3%	7	1	1	14%	7%
CC(C)(C)c1ccc(C(=O)Nc2ccc(N3CCOCC3)cc2)cc1	?	-10%	9%	nt	nt	2%	-2	-7	1	10%	6%
Cc1ccc(-c2nnc(N3CCN(C(=O)Cn4c(=O)n(C)c5ccccc54)CC3)c3ccccc23)cc1	0.5%	-11%	-3%	i	6.1	6%	-1	8	1.1	-4%	-4%
COc1ccccc1C(=O)Nc1nnn(C)n1	-0.3%	-2.8%	4%	i	1.8	-4%	9	0	1	-3%	-2%
CCN(CC)S(=O)(=O)c1ccc(N=Nc2c(C)[nH]n(C(N)=S)c2=O)cc1	2.8%	-9.5%	-19%	i	0.4	-8%	15	3	0.9	-6%	-6%
O=C(CNCCO)N1N=C(c2cccs2)CC1c1cccs1 (stereo unspecified)	2.8%	-5.2%	-9%	i	0.1	0%	-3	-7	1	-8%	-6%
Cn1c(CO)cnc1SCc1c(Cl)cccc1Cl	1.4%	-0.9%	2%	i	2.2	4%	19	7	1.1	1%	-1%
Cc1onc(-c2ccc(Cl)cc2)c1-c1ccnc(SCC(=O)Nc2ccc(C(C)C)cc2)n1	?	nt	nt	i	0.6	-4%	nt	nt	nt	nt	7%
CCc1nc2ccc(C(=O)NCc3ccc(C)o3)cc2nc1CC	1.3%	nt	nt	?	nt	3%	nt	nt	nt	nt	-5%
CCCn1c(N)c(N(CCOC)C(=O)c2ccccc2)c(=O)[nH]c1=O	3.5%	nt	nt	i	1.8	-1%	nt	nt	nt	nt	-3%
CCOc1ccc(C(=O)Nc2nnn(CC)n2)cc1	1.0%	-14%	10%	i	0.7	2%	-6	4	1.1	5%	8%
OCC1(Cc2ccccc2F)CCCN(CC2CCCCC2)C1 (stereo unspecified)	-0.7%	nt	nt	i	0.0	-1%	nt	nt	nt	nt	1%
COc1ccc(/C=N/NC(=O)CCN2CCN(c3ccccc3)CC2)c(OC)c1OC	0.5%	-1.0%	7%	i	2.0	2%	-9	-14	1.1	-3%	0%
Cc1ccc(C)c(SCC(=O)Nc2cccnc2Cl)c1	11%	-6.5%	4%	i	0.8	4%	29	-20	1.1	6%	8%
O=C(N/N=C/c1ccc(-c2ccc([N+](=O)[O-])cc2)o1)[C@H]1C[C@@H]1c1ccccc1	4.2%	nt	nt	i	0.3	0%	nt	nt	nt	nt	-12%
Cc1ccc(-c2nnc(SCC#N)n2N)cc1	1.9%	1.0%	1%	i	0.9	2%	8	-16	1.1	2%	-8%
CCNc1ccccc(-c2ccc3ccccc3n2)c1=O	0.9%	6.9%	15%	i	0.8	5%	8	5	1.1	-25%	-4%
CCCc1[nH]n(-c2ccc([N+](=O)[O-])cc2)c(=O)c1C=NCCN1CCNCC1	4.3%	-3.8%	10%	nt	nt	-5%	-8	-16	1	16%	0%
Nc1nc(Nc2ccccc2)n[nH]1	3.2%	nt	nt	i	0.4	1%	nt	nt	nt	nt	-8%
CCOC(=O)c1sc(NC(=O)C(CC)OC(=O)c2ccco2)nc1C (stereo unspecified)	1.3%	nt	nt	i	1.0	3%	nt	nt	nt	nt	6%
Fc1cccc(C2NC(=S)NC3=C2N2CCC3CC2)c1 (stereo unspecified)	1.0%	-4.6%	5%	i	2.3	2%	5	16	1.1	7%	3%
COc1ccc(NC(=O)Cn2nnc(C(=O)NCc3ccccc3)c2N)c(OC)c1	0.3%	-1.6%	-6%	i	0.6	17%	-3	25	1.2	-6%	1%
Cc1nc(-c2ccc(C(F)(F)F)cc2)sc1C(=O)NN	1.0%	nt	nt	i	0.3	5%	nt	nt	nt	nt	-2%
COc1ccccc1/C=C/C1=NC(=C\N(C)C)/C(=O)O1	1.6%	-4.0%	57%*	i	1.3	4%	3	4	1.1	2%	-15%
CCOc1cc(/C=C(\C#N)C(=O)Nc2cccc(C(=O)O)c2)cc(Br)c1OC(=O)c1ccc(OC)cc1	-2.0%	nt	nt	i	1.3	-10%	nt	nt	nt	nt	2%
COC(=O)c1ccc(OC(=O)c2cccs2)cc1	1.8%	-2.0%	0%	i	0.9	0%	-5	-4	1.1	5%	9%
O=C(Oc1cccc(N2C(=O)C3C4c5ccccc5C(c5ccccc54)C3C2=O)c1)c1ccco1 (stereo unspecified)	0.7%	0.1%	10%	i	0.4	15%	28	2	1.1	19%	4%
O=C(NCCCN1CCCC1)[C@H](CSCc1ccccc1)N1Cc2ccccc2C1=O	-1.0%	nt	nt	i	0.7	14%	nt	nt	nt	nt	-6%
CC(C)(C)NC(=O)C1Cc2ccccc2CN1C(=O)Nc1cccc(Cl)c1 (stereo unspecified)	3.6%	-2.1%	-5%	i	1.3	1%	1	-10	1.2	2%	-1%
Cc1ccccc1-c1nnn(Cc2ccc(F)cc2Cl)n1	3.6%	nt	nt	i	0.4	2%	nt	nt	nt	nt	5%
CN(C)c1c(F)cc(-c2nn[nH]n2)cc1F	1.3%	nt	nt	i	0.4	0%	nt	nt	nt	nt	4%
Cc1cc(-c2nnc(CCC(=O)NC(C)(C)C34CC5CC(CC(C5)C3)C4)o2)no1	3.3%	nt	nt	i	0.7	3%	nt	nt	nt	nt	1%
O=C(Oc1ccc(N(C(=O)c2ccncc2)S(=O)(=O)c2ccc(Cl)cc2)cc1)c1ccncc1	2.0%	-6.2%	2%	i	0.4	-5%	17	11	1.1	13%	1%
COC(=O)c1cc(CSc2nnc(NC3CCCCC3)s2)oc1C	1.6%	-2.9%	5%	i	1.1	-4%	13	6	1	17%	3%
COc1ccccc1NCC(=O)c1ccc(Cl)cc1	1.8%	nt	nt	i	0.4	-1%	nt	nt	nt	nt	10%
Cc1ccc(-c2csc(NC(=O)CSc3ncn(-c4ccccc4)n3)n2)cc1	2.3%	-3.8%	0%	i	0.9	2%	-3	17	1.1	6%	-8%
O=c1oc2ccccc2cc1-c1nc(-c2ccccc2)no1	-0.2%	-14%	5%	i	1.3	-1%	1	1	1.1	3%	-2%
N/C(=N\OC(=O)c1ccco1)c1cccc([N+](=O)[O-])c1	1.7%	-9.0%	-2%	i	0.5	7%	19	-4	1.1	3%	nt
CC(C)(C)NC(=O)/C(=C\c1ccco1)NC(=O)c1cccs1	1.2%	-7.7%	-1%	i	2.1	4%	-8	-16	1.2	8%	-4%
O=C(Nc1ccn(-c2ccccc2)n1)c1ccccc1Br	4.4%	-17%	2%	i	0.7	0%	-1	-13	1	12%	-3%
Cc1ccc2c(c1)N(CC(=O)OC(CC(C)C)C(=O)NC1CCCC1)C(=O)CO2 (stereo unspecified)	-1.6%	-6.2%	-9%	i	7.3	-3%	10	-3	1	-9%	13%
Cc1ccc(N2CC(C(=O)N3CCC(C(=O)Nc4nnc(C(C)(C)C)s4)CC3)CC2=O)cc1 (stereo unspecified)	1.4%	nt	nt	i	3.7	11%	nt	nt	nt	nt	-1%
